PGK inhibitor – T. brucei PGK inhibition; P07378; PGK/GAPDH coupled, Kinase-Glo luminescence, 60 min; Potency, µM (series often up to 57.5 µM), without a hit: at the top dose activity change, negative = inhibition, actives largely listed as inhibitors; 0.043% of 380,000 active; AID 602233; note: potency is the fitted concentration of half-maximal effect; % is set by controls: 0 for no effect and ±100 for the full control effect; nearly all actives have a fitted effect of over 60% in size
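Recombinant glycosomal PGK reaction used 1,3-bisphosphoglycerate generated in-well by GAPDH (100nM final) in 100mM TEA pH 7.6, 5mM MgCl2, 0.01% Tween-20. After 60 minutes at room temperature, ATP was read by Kinase-Glo Plus luminescence end-point.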
BAZ2B inh – BAZ2B (human) inhibition | AlphaScreen BAZ2B-H3K14Ac peptide displacement | 4.4% of 360,000 active | Potency, µM (top dose mostly 114 µM), inactives show at the top dose activity change, negative = inhibition, hits mostly inhibitors; note: potency is the fitted concentration of half-maximal effect; % is set by controls: 0 for no effect and ±100 for the full control effect; nearly all actives have a fitted effect of over 60% in size
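Inhibition is scored as reduced AlphaScreen emission. The BAZ2B/b-H3(5-23)K14Ac complex (50 nM each) in PBS pH 7.4, 0.01% Tween-20 meets compound (up to 110 uM) for 30 min at RT before bead addition.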
HP1b binding inh – blocks HP1-beta chromodomain binding to methylated histone tails; P83916; AlphaScreen HP1-beta / biotin-H3K9me3 peptide binding; AID 540317; Potency, µM (highest dose often 114 µM), for inactives: at the highest dose activity change, negative = inhibition, actives largely listed as inhibitors; 0.56% of 390,000 active; note: potency is the fitted concentration of half-maximal effect; nearly all actives have a fitted effect of over 70% in size; inactives centre near 23
Target sequence (P83916 whole entry, looked up): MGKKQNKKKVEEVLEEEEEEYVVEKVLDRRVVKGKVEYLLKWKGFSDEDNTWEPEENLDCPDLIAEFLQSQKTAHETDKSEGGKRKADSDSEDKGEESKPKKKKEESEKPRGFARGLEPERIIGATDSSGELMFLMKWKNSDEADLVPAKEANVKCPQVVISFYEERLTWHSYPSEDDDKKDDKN
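HP1-beta protein (50 nM final) preincubated 30 min at room temperature with biotinylated H3(1-18)K9me3 peptide (50 nM) in PBS pH 7.4, 0.01% Tween-20, then compound added for 30 min. AlphaScreen streptavidin donor/nickel chelate acceptor beads (10 ug/mL final), 30 min dark, luminescence read.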
ERG Ets-DNA blk – inhibitors of human ERG Ets domain-DNA interaction; P11308; fluorescence polarization, His-ERG Ets domain / labelled DNA; Potency, µM (doses to about 76.9 µM), for the others: at the top dose FP activity, negative = inhibition, most hits filed as inhibitors; 0.028% of 370,000 active; active = well fitted inhibition curve with a large enough effect in the polarisation, with a control signal flat; inconclusive = small, poorly fitted or top-dose-only effect, or effect the other way, or a change in a side signal; inactive = no such curve, though single readings can be large or run the other way; the % refers to the polarisation;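 note: polarization taken with two DNA probes labelled with fluorescein and Texas red; potency is the fitted concentration of half-maximal effect; % of control where 0% means no effect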
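His-tagged ERG Ets domain (1 uM in the protein solution; 300mM KCl, 50mM Tris-HCl, 1mM EDTA, 1mM DTT, pH 7.5) received compound, then a probe mix of 5 nM fluorescein-DNA and 100nM Texas-615-DNA. Fluorescence polarization was read for both dyes.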
G9a inh – G9a (human) methyltransferase inhibition; G9a H3K9 monomethylation, AlphaScreen, 2 h; 8.8% of 350,000 active; Potency, µM (doses to about 102 µM), inactives show top-dose activity, negative = inhibition, most hits filed as inhibitors; Q96KQ7; AID 504332; note: potency is the fitted concentration of half-maximal effect; % is set by controls: 0 for no effect and ±100 for the full control effect; nearly all actives have a fitted effect of over 75% in size
Target sequence (Q96KQ7 913-1193 limits assumed): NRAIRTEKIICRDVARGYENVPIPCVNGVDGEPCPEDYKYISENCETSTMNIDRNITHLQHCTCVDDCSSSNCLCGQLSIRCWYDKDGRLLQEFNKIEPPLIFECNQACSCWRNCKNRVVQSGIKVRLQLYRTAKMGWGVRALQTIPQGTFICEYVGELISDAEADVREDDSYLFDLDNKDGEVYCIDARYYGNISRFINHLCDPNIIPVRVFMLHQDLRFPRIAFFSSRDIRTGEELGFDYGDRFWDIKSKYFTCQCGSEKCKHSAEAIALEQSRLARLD
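AlphaScreen detection with an anti-monomethyl H3K9 antibody quantified product after a 2 h room-temperature reaction containing 500 nM biotinylated H3K9 peptide, 20 µM SAM and 20 nM enzyme, which had been preincubated 15 min with compound.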
JMJD2A Tudor inh – blocks the human JMJD2A Tudor domain | O75164 | AlphaScreen JMJD2A-Tudor / H3K4me3 peptide binding | Potency, µM (titrated, usually from 114 µM), for inactives: at the highest dose activity change, negative = inhibition, most hits filed as inhibitors | 4.4% of 390,000 active | AID 504339; note: potency is the fitted concentration of half-maximal effect; % is set by controls: 0 for no effect and ±100 for the full control effect; nearly all actives have a fitted effect of over 50% in size
GLS inhibitor – blocks human kidney-isoform glutaminase activity. AID 624170. O94925. GLS enzymatic activity, qHTS titration. Potency, µM (highest dose often 45.5 µM), for inactives: at the top dose activity change, negative = inhibition, usual class: inhibitors. 0.21% of 410,000 active; note: potency is the fitted concentration of half-maximal effect; % is set by controls: 0 for no effect and ±100 for the full control effect
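Enzyme dispensed in phosphate buffer (45 mM, pH 8.2, 0.02% Tween-20), compounds pinned in, then 1 mM L-glutamine solution and the glutamate oxidase–HRP–Amplex Red mix added; fluorescence read immediately and again after 30 min at room temperature.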
PI4K2A block – PI4K2A (human) kinase inhibition; AID 1346378; 0.13% of 420,000 active; Q9BTU6; purified PI4K2A, ADP-Glo luminescence, 1 h; active compounds read low; activity change, negative = inhibition, % at 76.9 µM; in the data active = activity change below about -50%; inconclusive = mostly about -30% to -49%;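 note: -100% = wells without enzyme as full effect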
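In this quantitative HTS, ADP production by PI4K2A was quantified luminescently after 1 h at ambient temperature; 100 microM adenosine served as plate-quality control.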
Pin1 inhibitor – inhibitors of human Pin1; Potency, µM (top dose mostly 115 µM), inactives show at the highest dose activity, negative = inhibition, actives largely listed as inhibitors; 0.009% of 390,000 active; Q13526; Pin1 FP peptide displacement, HiFluor488, 10 min; active = well fitted inhibition curve with a large enough effect in the polarisation, with a control signal flat, not every such curve was filed as active; inconclusive = small, poorly fitted or top-dose-only effect, or effect the other way, or a change in a side signal; inactive = no such curve, though single readings can be large or run the other way; the % refers to the polarisation; note: potency is the fitted concentration of half-maximal effect; % is set by controls: 0 for no effect and ±100 for the full control effect
Target sequence (Q13526 whole entry, looked up): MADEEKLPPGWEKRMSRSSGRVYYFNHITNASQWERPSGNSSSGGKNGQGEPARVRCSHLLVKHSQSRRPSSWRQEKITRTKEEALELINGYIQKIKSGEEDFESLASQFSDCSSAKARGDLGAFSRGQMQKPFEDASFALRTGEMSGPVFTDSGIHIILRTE
Numbers without * were called inactive; i = inactive; u = inconclusive; x = not tested or not shown; & = joins results of further samples; [ ] = dose if it differs, or a comment. Unless noted, calls come from the whole dose curve; as a rule, active = well fitted curve in the direction sought with a large enough effect; inconclusive = small, poorly fitted or top-dose-only effect, or another doubt; inactive = no such curve, though single readings can be large; an effect the other way counts as inactive or inconclusive.

G9a inh,GLS inhibitor,Pin1 inhibitor,PI4K2A block,JMJD2A Tudor inh,PGK inhibitor,BAZ2B inh,HP1b binding inh,ERG Ets-DNA blk,SMILES
5.5%,-4.9%,1.8%,-1.8,-10.5%,i,-11.6%,54.2%[activator],-5.2%,O=C(CNS(=O)(=O)c1ccccc1)NNC(=O)C(Cl)Cl
22.5%[59 µM],12.4%,0.9%,0.4,-13.7%,-8.3%,1.5%,14.3%,0.4%,COc1ccc(Cl)cc1NC(=O)CN1CCN(S(=O)(=O)N2CCOCC2)CC1
-50.1%,6.1%,2.7%,1.5,-14.5%,-0.7%,-7.4%,28.6%,7.6%,CC(Sc1n[nH]c(=O)n1Cc1ccccc1)C(=O)NCC1CCCO1 (centres undefined)
-0.2%,2.9%,-8.3%,-2.4,-3.5%,-6.4%,-10.3%,33.5%,-0.7%,Cc1cc(C)n(CCNC(=O)C2CCC(=O)N(CC3CCCCC3)C2)n1 (centres undefined)
44.7µM*,19.4%,-14.9%,-9.8,-28.6%,3.4%,-19.3%,41.4%[activator],-14.6%,CC1(C)CC(=O)C=C(Nc2ccc(O)c(C(=O)O)c2)C1
3.9%,-3.0%,0.6%,4.1,9.6%,-6.2%,-30.3%,67.4%[activator],1.9%,COCCCNC(=S)N(CCCO)Cc1cc2cc3c(cc2[nH]c1=O)OCO3
-30.5%[12.7 µM],-2.5%,11.3%,0.6,-8.3%,i,1.6%,36.3%,7.3%,Cc1ccc(Cn2nc(C)c(NC(=O)c3noc4c3CCCCC4)c2C)cc1
-10.7%,-8.9%,u,4.4,-5.4%,-1.9%,0.6%,24.3%,15.9%,O=C1/C(=C/c2cccc(F)c2)Oc2cc(O)ccc21
u,0.4%,0.0%,1.2,-25.0%,4.7%,-5.7%,31.8%,-1.8%,CC(=O)c1ccc(OCCCC(=O)Nc2cccc(S(=O)(=O)N3CCCCC3)c2)cc1
-4.0%[12.7 µM],3.2%,1.5%,-7.4,-4.9%,x,-2.5%,16.0%,x,O=C(CSc1nc(C2CC2)nc2sc3c(c12)CCCC3)NCc1ccco1
u,-6.9%,1.9%,-6.4,-26.6%,-5.6%,u,22.8%,-12.4%,CCN(CC)S(=O)(=O)c1cccc(N=NC2=C(O)CCCC2=O)c1
-3.7%[12.7 µM],-5.8%,-2.5%,-7.4,6.4%,-5.8%,0.9%,23.1%,5.8%,CC(C)(C)c1ccc(C(=O)Nc2cnccn2)cc1
x,0.0%,4.9%,-4.3,-8.3%,-0.3%,-1.5%,27.6%,-4.6%,CC(C)N1CCN(Cc2nc(-c3ccccc3)cs2)CC1CCO (centres undefined)
44.7µM*,1.4%,-0.8%,-1.4,u,-2.2%,79.4µM*,42.0%,-7.1%,O=C(C1CCN(CC2CC=CCC2)CC1)N(CCc1ccccc1)Cc1ccccc1 (centres undefined)
-1.2%[59 µM],4.6%,-2.6%,-3.2,-7.0%,2.3%,0.5%,6.1%,-8.2%,NC(=O)C1CCN(CC(=O)Nc2ccc(S(=O)(=O)N3CCOCC3)cc2)CC1
u,-1.5%,-2.0%,-4.5,-10.1%,0.1%,5.6%,20.3%,-1.9%,Nc1nnc(SCC(=O)NC2CCCCCC2)s1
u,-25.7%,-5.7%,1.4,-17.4%,i,-26.9%,11.8%,3.1%,CN1CCN(c2nnc(-c3ccccc3)c(-c3ccccc3)n2)CC1
-4.0%[12.7 µM],-7.6%,-4.5%,-3.4,-1.3%,i,-5.7%,40.3%[activator],1.7%,COCC(C)NC(=O)CSc1nc2cc(S(=O)(=O)N3CCCCC3)ccc2o1 (centres undefined)
-3.5%[0.501 µM],6.3%,1.0%,-0.2,-9.8%,-5.9%,3.1%,9.6%,2.9%,COc1ccccc1N1CCN(Cc2cc(=O)c(OCC(=O)NC3CCCC3)co2)CC1
7.9%[2.33 µM],-1.5%,5.6%,-2.9,-18.1%,-3.5%,0.0%,26.3%,-1.6%,COc1ccc(C(=O)O)cc1S(=O)(=O)Nc1ccccc1C(=O)NCc1ccc2c(c1)OCO2
u,-2.2%,-8.8%,0.7,7.94µM*,-7.5%,50.1µM*,u,4.4%,CC(NCc1ccc([N+](=O)[O-])cc1)C1COc2ccccc2O1 (centres undefined)
5.01µM*,4.4%,0.6%,0.8,39.8µM*,x,x,25.7%,x,CN1CCN(C2=C(Cl)C(=O)N(c3ccc(Cl)cc3)C2=O)CC1
-8.4%[59 µM],-3.4%,21.6%,3.5,1.7%,i,9.1%,30.0%,0.1%,Cc1ccc(OCCn2c(-c3ccc(Br)cc3)nc3ccccc3c2=O)cc1C
-36.7%[59 µM],7.7%,-0.9%,1.0,-20.8%,-8.5%,-14.7%,17.0%,x,O=C(COc1ccccc1)Nc1ccccc1N1CCN(c2ccccc2)CC1
20.2%,u,-7.4%,-0.3,14.1µM*,7.2%,-2.7%,u,13.6%,COc1ccc(C2CC2/C(=N/O)c2ccccc2)cc1 (centres undefined)
1.7%,0.1%,8.5%,0.0,-12.8%,3.1%,3.0%,16.8%,x,Cc1ccc(CNC(=O)C2CCCN(S(=O)(=O)c3c(C)noc3C)C2)cc1 (centres undefined)
7.6%[59 µM],-0.9%,-5.9%,2.7,-15.8%,-2.1%,-3.7%,22.2%,2.3%,CCC(=O)N(Cc1ccco1)c1nc(-c2ccc(OC)cc2)cs1
2.0%[59 µM],-8.9%,1.3%,-3.2,56.2µM*,-4.2%,-19.7%,-34.5%,-0.6%,CCOC(=O)CSc1nc2c(sc3ccccc32)c(=O)n1CCO
15.1%[59 µM],-10.0%,-1.3%,-7.5,-12.5%,-4.3%,3.1%,6.3%,1.4%,Clc1ccc(-c2nnc(C3CC3)o2)cc1
4.1%,16.8%,-0.2%,6.3,-11.5%,6.0%,-3.4%,33.6%,-1.2%,CC(=O)c1ccc(N2CCN(CCC#N)CC2)c(F)c1
39.8µM*,69.7%[activator],12.4%,6.1,28.2µM*,-6.4%,u,u,1.2%,COc1ccc(N2CCN(C(=O)c3[nH]c4ccc(OC)cc4c3C)CC2)cc1
u,0.6%,-0.1%,0.0,-4.9%,-4.7%,6.7%,16.8%,0.8%,Cc1ccc(S(=O)(=O)N2CCN(C(=O)CN3CCOCC3)C2)cc1
18.8%[12.7 µM],-9.5%,0.2%,-9.2,-9.1%,-10.7%,9.2%,5.2%,1.5%,O=C(O)C1CCCCC1C(=O)NCCc1c[nH]c2ccccc12 (centres undefined)
-0.4%,-4.0%,-3.6%,-3.2,-13.2%,i,-16.9%,27.2%,5.4%,Cc1cccc(C(=O)c2ccccc2C(=O)O)c1
-1.8%[59 µM],3.8%,u,2.2,-8.1%,-6.8%,10.6%,26.9%,-2.1%,CCN(CC(O)Cn1c2ccccc2c2ccccc21)S(=O)(=O)c1ccc(C)cc1 (centres undefined)
11.2%,2.6%,-6.5%,-0.9,-9.1%,-6.1%,-14.7%,13.0%,-6.7%,CCOc1ccc(N(C(C)C(=O)N2CCOCC2)S(C)(=O)=O)cc1 (centres undefined)
-1.9%[0.501 µM],0.0%,1.1%,0.9,-1.4%,1.6%,9.6%,18.4%,-5.5%,CC(C)N1CCC(N2CCN(Cc3cc(F)ccc3-n3cccn3)CC2CCO)CC1 (centres undefined)
u,31.8%[activator],1.4%,-9.1,u,i,u,20.1%,-4.6%,Cn1c(CNc2nc3ccccc3n2CCN2CCCCC2)nc2ccccc21
0.7%,u,1.6%,-0.5,-4.2%,-3.5%,13.2%,19.3%,x,CN(Cc1ccccc1)S(=O)(=O)c1ccc(OCC(=O)N2CCOCC2)cc1
17.5%[12.7 µM],12.4%,0.1%,0.8,-19.3%,7.9%,-0.5%,25.1%,1.0%,COc1ccccc1NS(=O)(=O)c1ccc(C)c(C(=O)N2CCCC2)c1
2.5%,-1.0%,2.4%,0.1,-8.7%,2.5%,-16.6%,24.1%,2.1%,COCCNC(=O)c1cc2sccc2n1C
u,3.0%,-0.1%,1.9,-16.8%,-8.3%,-10.0%,46.0%[activator],0.2%,CCOC(=O)Cc1cc(=O)n2[nH]cc(-c3ccc(Cl)cc3)c2n1
12.2%,-10.9%&0.8%,-4.1%&11.3%,5.7&2.1,-12.2%&-31.9%,-0.5%,-5.5%&-1.9%,34.0%&35.9%,-8.5%&-5.2%,CCOc1ccc(NC(=O)CN(C)S(=O)(=O)c2cnc[nH]2)cc1
-49.6%,-2.2%&6.3%,3.3%&60.9%,0.0&-1.9,-11.2%&2.9%,-3.9%,-30.2%&1.8%,21.9%[57 µM],-10.9%&-2.8%,CCc1nn(CCCC(=O)NCc2ccccc2Br)c(=O)c2cc3occc3n12
4.5%[59 µM],-9.9%,-3.5%,-0.7,3.8%,-1.0%,2.8%,46.4%[activator],-5.7%,CC1CCN(C(=O)c2cc(-c3ccc(Cl)cc3)on2)CC1
1.7%[59 µM],1.7%,-1.1%,-2.8,-12.9%,1.1%,3.1%,32.3%,3.7%,COC(C[C@@H]1O[C@H]1[C@H](O)COCc1ccccc1)OC
-6.7%,12.2%,u,-16.4,-10.4%,x,-1.1%,29.8%,-7.2%,COc1ccc2nc(NC(=O)c3ccco3)sc2c1
